# OX1R antag-1: human HCRTR1 antagonism | CHO/OX1R cells, Fluo-8 calcium fluorescence, orexin A | inhibition, % at 5 µM | AID 434989 | 0.43% of 330,000 active | O43613;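 active = inhibition above its plate's threshold, mean inhibition of all tested compounds on the plate plus 3 SD, cut at about 37% in these data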;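 also: 0% = orexin A challenge wells and 100% = SB-334867-A antagonist wells; not every result past the cut was called active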
# Target sequence (O43613 whole entry, looked up): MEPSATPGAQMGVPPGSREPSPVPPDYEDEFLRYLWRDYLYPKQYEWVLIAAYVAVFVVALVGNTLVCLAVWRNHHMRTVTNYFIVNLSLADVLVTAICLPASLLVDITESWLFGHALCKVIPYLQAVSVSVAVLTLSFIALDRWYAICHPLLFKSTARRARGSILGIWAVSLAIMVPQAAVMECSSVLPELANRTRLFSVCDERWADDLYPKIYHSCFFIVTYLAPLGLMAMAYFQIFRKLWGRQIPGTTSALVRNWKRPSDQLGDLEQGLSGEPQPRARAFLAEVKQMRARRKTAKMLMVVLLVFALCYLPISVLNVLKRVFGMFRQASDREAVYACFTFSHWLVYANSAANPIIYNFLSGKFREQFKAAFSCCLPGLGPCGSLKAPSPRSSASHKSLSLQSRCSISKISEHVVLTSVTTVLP
# OX1R antag-2: antagonists of human orexin 1 receptor (OX1R). OX1R-expressing cells, FRET antagonist read-out. inhibition, % at 6.6 µM. 1.8% of 330,000 active. AID 485270; in the data active = inhibition mostly above about 38%, no sharp cut-off; inactive = mostly below about 40%;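 also: 0% = agonist challenge alone and 100% = reference antagonist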
# The depositor's hits bear a star. No enrichment for hits; any-hit rate near 2.1%.
SMILES,OX1R antag-1,OX1R antag-2
CCc1noc(C)c1C(=O)NNC(=O)c1ccc(Br)cc1,-22,4
Cc1ccc(N(CC(O)CN2CCOCC2)S(=O)(=O)c2ccc([N+](=O)[O-])cc2)cc1 (centres undefined),-20,38*
COc1ccc(CNCC(O)(c2ccccc2)c2ccccc2)cc1OC,-34,13
O=c1n(-c2ccccc2)c(=O)n2n1CCCC2,-13,4
COc1ccc(N2CCN(C(=O)c3ccncc3)CC2)cc1,-23,5
C=CCn1cc(C(=O)NCc2cccnc2)c(=O)c2cc(S(=O)(=O)N(CC)CC)ccc21,-36,14
O=C(CSc1nnc(CNC(=O)c2ccco2)o1)Nc1cccc(F)c1,-13,11
Cc1ccc(C(C)(C)NC(=O)C2CCC(=O)N(CCCN3CCOCC3)C2)cc1 (centres undefined),-9,7
Cc1nn(-c2ccccc2)c(Cl)c1C(=O)Nc1ccccc1,-9,8
O=C(COc1ccc2ccccc2c1)NNC(=O)Cc1ccccc1,-4,16
CN(C(=O)c1cnc(N2CCN(c3ncccn3)CC2)c2ccccc12)c1ccc(Cl)cc1,-34,6
COc1ccc2c(c1OC)C(=O)OC2,2,14

# More entries follow.
SMILES,OX1R antag-1,OX1R antag-2
c1ccc2sc(NC3=NCN(C4CCCCCC4)CN3)nc2c1,-14,8
CCOC1(C)OCC(=O)[C@]2(CCC3C4CCC5=CC(=O)C=CC5(C)C4C(=O)CC32C)O1 (some centres undefined),-13,9
O=C1Nc2ccccc2C(O)(C(=O)N2CCCCC2)N1c1ccccc1 (centres undefined),-9,22
Cc1ncc([N+](=O)[O-])n1Cc1ccccc1,-5,22
O=C(NCCN1C(=O)S/C(=C\c2ccc(F)cc2)C1=O)c1cccc(S(=O)(=O)N2CCOCC2)c1,-4,26
O=C1N=C(N2CCN(c3ccccc3)CC2)SC1Cc1ccccc1 (centres undefined),-8,10
CCn1c(-c2cccnc2Cl)nc2cc(C)c(C)cc21,-20,23
CCC(=O)N(CC(=O)Nc1sc(C)c(C)c1C(N)=O)C1CCCC1,-37,4
Cc1ccc(SCc2nc(N)nc(Nc3ccccc3C)n2)cc1C,-10,44
NC(CSCc1ccccc1Cl)C(=O)O (centres undefined),-29,12
Cc1cc(C)nc(NS(=O)(=O)c2ccc(NC(=O)c3cc(=O)c4ccccc4o3)cc2)n1,-13,45
CCOc1ccc(NC(=O)CN(C)C(=O)c2ccc(COc3ccccc3)cc2)cc1OCC,4,12

# 3 structures from above, ordered by molar mass, ascending.
SMILES,OX1R antag-1,OX1R antag-2
Cc1ncc([N+](=O)[O-])n1Cc1ccccc1,-5,22
NC(CSCc1ccccc1Cl)C(=O)O (centres undefined),-29,12
Cc1ccc(SCc2nc(N)nc(Nc3ccccc3C)n2)cc1C,-10,44

# Shown with two lines to a compound: part of the list above
# Screens in order – OX1R antag-1	OX1R antag-2
NC(CSCc1ccccc1Cl)C(=O)O (centres undefined)
→ -29	12
Cc1cc(C)nc(NS(=O)(=O)c2ccc(NC(=O)c3cc(=O)c4ccccc4o3)cc2)n1
→ -13	45

# Carrying on:
SMILES,OX1R antag-1,OX1R antag-2
Cc1ccc(N(CC(=O)NCCSc2ccccn2)S(C)(=O)=O)cc1,-35,30
CCCCn1c(N)c(-c2nc3ccccc3o2)c2c([N+](=O)[O-])nn(C)c(=O)c21,-16,-4
CN1CCN(C(=O)c2cnn(-c3ccccc3)c2NC(=O)c2ccccc2)CC1,-6,6
CN(C)/C=C(/C(=O)c1ccc(F)cc1)S(=O)(=O)c1ccc(F)cc1,-21,27
COc1ccc(CCc2nc(-c3cccs3)no2)cc1,-12,-11
CC1CCCCN1CCCNc1ccc(C(CC(N)=O)NC(=O)Cc2ccc(Br)cc2)cc1[N+](=O)[O-] (centres undefined),-5,37
CCC(C)N(C(=O)C(F)(F)F)C(C(=O)NC1CCCCC1)c1ccncc1 (centres undefined),-1,21
O=C(O)c1cc(Cl)nc2ccccc12,-14,9
CCN(CC)CCNC(=O)CNC(=O)c1nn(-c2ccc(OC)cc2)c(=O)c2ccccc12,-36,17
Cc1ccc(S(=O)(=O)c2c(N)n(CCCO)c3nc4ccccc4nc23)cc1,-10,6
Cc1ccc(-n2[nH]c(C)c(/C=C3/C=Nc4ccccc43)c2=O)cc1C,-10,-1
CCOc1ncccc1C(=O)OCC(=O)Nc1ccc(Cl)cn1,-28,9

# Next part
SMILES,OX1R antag-1,OX1R antag-2
O=C(O)c1cnn2c1NC(c1ccc(F)cc1)CC2C(F)(F)F (centres undefined),-16,10
CC1(C)NC(=O)N(CC(O)CN2CCOCC2)C1=O (centres undefined),-16,13
COc1ccc(S(=O)(=O)N2CCOCC2)cc1NC(=O)Cc1ccc2c(c1)OCCO2,-2,4
COc1cc(NC(=O)CCS(=O)(=O)c2ccc3c(c2)oc(=O)n3C)cc(OC)c1OC,-6,-5
O=S(=O)(c1ccc2nnn(OCc3ccccc3)c2c1)N1CCOCC1,-27,24
Cc1cc(C)n(CC(O)CN(c2ccccc2)S(=O)(=O)c2ccccc2)n1 (centres undefined),23,53
CC(C)CCN1CCN(CC(c2ccccc2)c2ccccc2)CC1CCO (centres undefined),-33,16
O=C(Nc1ccc(Cl)c(Cl)c1)Nc1nccs1,25,18
NC(=O)C(NC(=O)OCc1ccccc1)c1ccccc1 (centres undefined),-11,5
O=C1c2ccccc2C(=O)N1CCc1nc(-c2ccncc2)no1,-12,33
COc1ccc(OC)c(CCNC(=O)CN2C(=O)CC(C)(C)S(=O)(=O)c3ccccc32)c1,-25,4
Cc1ccc([C@H]2C(C(=O)O)=CC[C@@H](c3ccc(Cl)cc3)N2S(=O)(=O)c2ccccc2C)cc1,21,31

# Record cards (already shown). Screens in order: OX1R antag-1	OX1R antag-2
# COc1ccc(OC)c(CCNC(=O)CN2C(=O)CC(C)(C)S(=O)(=O)c3ccccc32)c1 reads -25	4
# Cc1cc(C)n(CC(O)CN(c2ccccc2)S(=O)(=O)c2ccccc2)n1 (centres undefined) reads 23	53
# O=S(=O)(c1ccc2nnn(OCc3ccccc3)c2c1)N1CCOCC1 reads -27	24

# Continuation.
SMILES,OX1R antag-1,OX1R antag-2
Cc1ccc(NC(=O)C2CCCN2C(=O)Oc2ccccc2)c(C)c1 (centres undefined),-16,0
Cc1ccc(S(=O)(=O)c2c(C)nn(C(C)(C)C)c2OC(=O)C(C)C)cc1,-14,16
CN(C)c1ccc(/C=C2\SC(=O)N(CCc3nnc(N)s3)C2=O)cc1,10,32
COC(=O)c1cc(OC)c(OC)cc1NC(=O)Nc1ccccc1F,-9,15
CN(Cc1nc(-c2ccccc2)no1)C(=O)c1ccc2c(c1)OCO2,-8,30
O=C(NCc1ccco1)c1cc(-c2cccnc2)nc2ccccc12,-26,0
CCOC(=O)N1CCN(C(=O)/C(=C/c2cccc3ccccc23)NC(=O)c2ccc(OC)cc2)CC1,-37,10
CC[C@@H](C)[C@@H]1CN([C@@H](C)CN2CCC[C@H]2CN2C(N)=NC[C@@H]2Cc2ccccc2)C(=N)N1CCc1ccc(Cl)c(Cl)c1,-11,9
COc1ccc(C2CC(=O)Oc3cc(OC)ccc32)cc1 (centres undefined),-31,7
CCOC(=O)c1c(NC(=O)c2ccccc2Cl)sc2c1CCc1ccccc1-2,-32,21
COc1ccc(N2CCN(C(=O)CSc3nnc4c(C)cc5cc(C)ccc5n34)CC2)cc1,-38,8
COc1ccc(OC)c(CCNC(=O)Cn2nc(C)c3c(C)n(-c4ccccc4)nc3c2=O)c1,-25,19

# (further entries)
SMILES,OX1R antag-1,OX1R antag-2
COCCCN1CC23C=CC(O2)C(C(=O)O)C3C1=O (centres undefined),-4,6
COc1cc(/C=N/n2cnc3c(sc4nc(C)cc(C)c43)c2=O)ccc1O,-8,7
COc1ccc(S(=O)(=O)Nc2ccc3c(c2)C(=O)N([C@@H](C)CO)C[C@H](C)[C@H](CN(C)S(=O)(=O)c2ccc(F)cc2)O3)cc1,-3,4
O=C(Nc1cccnc1)c1cc(S(=O)(=O)N2CCCCC2)c(Cl)cc1Cl,-23,18
Cc1cccc(NC(=O)CN(c2ccc(F)cc2)S(C)(=O)=O)c1,-3,19
COCCNC(=O)c1ccc2ccccc2n1,-5,10
O=C(O)COCC(=O)N1CCN(c2cc(C(F)(F)F)nc3ccccc23)CC1,10,-5
Cc1nnc(NC(=O)CC23CC4CC(CC(C4)C2)C3)s1,-14,3
O=C(OCCNC(=O)c1ccc2ccccc2n1)c1ccc(F)cc1,-28,1
C/C(N)=C(/C#N)C(=O)CSc1nnc(COc2ccccc2Cl)o1,-10,19
Cc1ccc(CNC(=O)CCC2CCCN(C(=O)c3ccc4c(c3)OCO4)C2)o1 (centres undefined),-24,9
CCCC(=O)Nc1ncnc2c1ncn2[C@@H]1O[C@@H]2COP(=O)(O)O[C@H]2[C@H]1OC(=O)CCC,-1,10

# More results.
SMILES,OX1R antag-1,OX1R antag-2
O=C(Cn1cc(C(=O)c2cccs2)c2ccccc21)NCc1ccc2c(c1)OCO2,-21,28
O=C(Nc1ccc2oc(-c3ccccc3)nc2c1)C1CCCO1 (centres undefined),12,98*
Cc1cc(C2C(=O)CC(=O)CC2c2ccccc2)on1 (centres undefined),-6,25
O=C(NCc1ccc(OC(F)(F)F)cc1)c1cccc2c1C(=O)c1ccc(N3CCC(Cc4ccccc4)CC3)cc1S2(=O)=O,-16,3
O=C(CCn1cnnn1)Nc1ccc(Cl)cc1Cl,-2,5
CCOC(=O)CC(=O)CSc1ccc2nnc(-c3ccc(C)cc3)n2n1,-36,17
COc1ccc(C(=O)Oc2ccc3ccc(=O)oc3c2)cc1OC,-11,6
CCNc1nc(NC(C)(C)C)nc(N(C#N)CC)n1,-28,10
CCn1c2ccccc2c2cc(NC(=O)C(C)Oc3ccccc3)ccc21 (centres undefined),6,21
O=C(NC(=S)NC1CCCCC1)c1ccc(F)cc1,-33,29
Cc1ccc(S(=O)(=O)N2CCN(C(=O)CN3C(=O)CNC3=O)CC2)cc1,-13,3
CC(=O)N=Nc1[nH]c(N)c2ccccc12,2,7

# (listing goes on)
Compound | OX1R antag-1 | OX1R antag-2
CCC/C(O)=C1\C(=O)CC(C)(C)CC1=NCc1ccccc1 | -22 | 8
CNc1c(NS(=O)(=O)c2ccc(OC)cc2)c(=O)oc2ccccc12 | -21 | 15
CC(C)(C)c1ccc(-c2nnc(SCC(=O)c3ccc4c(c3)OCCO4)o2)cc1 | -12 | 18
CCOC(=O)c1cc(-c2ccccc2)n(CCC(=O)O)c1C | -10 | 2
O=C(CCc1nc2ccccc2s1)OCc1ccccc1F | -11 | 0
CCCNC(=O)CCn1nc(-c2ccccc2)c2ccccc2c1=O | -12 | 7
CC(NC(=O)COC(=O)c1cc(NS(=O)(=O)c2ccc(Cl)c([N+](=O)[O-])c2)ccc1O)C1CC2CCC1C2 (centres undefined) | 10 | 11
O=C1c2cccc3cccc(c23)C(=O)N1OS(=O)(=O)c1ccc(Br)cc1 | 1 | 13
O=C(CSC1=NS(=O)(=O)c2ccccc2N1)NCc1ccc(F)cc1 | -2 | 9
C[C@H]1COC(=O)[C@H](Cc2ccc(F)cc2)C/C=C\C[C@@H](CC(=O)NCCO)C(=O)N1 | -8 | 5
CC1(C)CNC(=O)c2sc(NC(=O)c3ccccc3Cl)nc2C1 | -21 | 17
C#CCOCCOCCOCCNc1nc(N2CCN(C(=O)CCCCCCCCCCNC(=O)[C@@H]([C@H](C)O)n3cc(C)nn3)CC2)nc(N2CCN(C(=O)CCCCCCCCCCNC(=O)[C@@H]([C@H](C)O)n3cc(C)nn3)CC2)n1 | -8 | -14
CN1CCN(NC(=O)c2cccc(F)c2)CC1 | -12 | 14
Cc1ccc(C23CC4CC(CC(C(=O)NC(C)C)(C4)C2)C3)cc1 | -28 | 21
O=c1cc(/C=C/c2cccs2)[nH]c2ccccc12 | -6 | 13
Cc1ccc(N2CN(Cc3ccco3)CNC2=S)cc1 | -10 | -3
COc1ccc(NCc2nnc(SCCN3CCCCC3)n2-c2ccc(C)cc2)cc1 | -25 | 11
CC(C)CC(NC(=O)C(NC(=O)OC(C)(C)C)C(C)C)C(N)=O (centres undefined) | -4 | 15
CCCOc1ccc(C2C(C(=O)c3ccc(C)o3)=C(O)C(=O)N2Cc2cccnc2)cc1 (centres undefined) | -29 | -1
Cc1oc(=O)cc(OCc2ccccc2)c1C | -14 | 7

# Additional compounds follow.
Compound | OX1R antag-1 | OX1R antag-2
COc1ccccc1OCC(=O)NCC1CCCN(Cc2cnn(C(C)C)c2)C1 (centres undefined) | -12 | 34
COc1ccc2nc(SCc3cccc(C)c3)nc(C)c2c1 | -35 | 17
COc1ccc2nc(SCc3nc(N)nc(Nc4ccccc4)n3)[nH]c2c1 | -22 | 13
CCCCSc1nc2c(cc1C#N)CCC2 | -24 | 6
CCCOc1ccc(NC(N)=O)cc1OCCC | -21 | 15
CSc1nc2ccccc2c(=O)n1Cc1ccc(F)cc1 | -12 | 14
O=C(COC(=O)c1ccc(Cl)cc1O)NC(=O)C1CCCCC1 | -2 | -8
CCn1c(SCc2ccc(Cl)c(Cl)c2)nnc1C(C)NC(=O)c1ccc(OC)cc1 (centres undefined) | -20 | 6
Cc1c(Cl)cccc1N(CC(=O)N1CCCCCC1)S(C)(=O)=O | -7 | 14
Cc1ccc(NC(=O)Cn2cccc2)c(Br)c1 | -39 | 2
COc1ccc(OC)c(NC(=O)c2nc(-c3ccccc3)oc2C)c1 | -11 | 12
Cn1c(N)c(C(=O)COC(=O)c2cc(C3CC3)nc3ccccc23)c(=O)n(C)c1=O | -18 | 27
CN(CC(=O)NC1CCCc2ccccc21)C1CCCCC1 (centres undefined) | -14 | 19
Cc1ccc(S(=O)(=O)N2CCCc3cc(NC(=O)c4c(F)cccc4F)ccc32)cc1 | 3 | 10
Cc1ccc(S(=O)(=O)N2CCN(S(C)(=O)=O)C2c2ccccc2)cc1 (centres undefined) | 3 | 40
COc1ccccc1C(=O)N1c2ccccc2Sc2ccccc21 | -9 | 38
COc1ccc(OCCCN2CCCC(C)C2)cc1 (centres undefined) | -9 | 16
